AGP1 TOR yeast = alters AGP1-GFP fluorescence in TOR pathway yeast screen; S. cerevisiae AGP1-GFP multiplex flow cytometry, 3 h; GFP as percent of DMSO wells; GFP response vs DMSO, % at 10 µM; 320,000 compounds, 0.02% hits; AID 2066;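 active = GFP response relative to DMSO above a set limit, near screen average plus 3 SD, cut at about 150% in these data; inconclusive = fewer than 70 cells counted for the yeast strain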;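 also: median GFP channel fluorescence of the gated AGP1 strain per well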
BCLXL inh = inhibitors of human Bcl-xL; GST-Bcl-xL / FITC-Bim BH3 peptide fluorescence polarization; 320,000 compounds, 0.7% hits; Q07817; inhibition, % at 10.9 µM;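 active = inhibition above the mean of all tested compounds plus 3 SD, cutoff set per campaign, cut at about 30% in these data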;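 also: 0% = DMSO wells and 100% = unlabeled Bim-BH3 peptide competitor; inhibitors lower millipolarization by displacing the labeled peptide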
CIT2-GFP yeast = modulators of TOR pathway CIT2-GFP in S. cerevisiae | S. cerevisiae CIT2-GFP strain, flow cytometry, 3 h; 100 means same as DMSO wells | GFP response vs DMSO, % at 10 µM | 320,000 compounds, 0.065% hits | AID 2029;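 active = GFP response relative to DMSO above a set limit, near the screen mean plus 3 SD, cut at about 150% in these data; inconclusive = Fewer than 70 cells measured for a yeast strain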;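 also: ratio of well median GFP fluorescence to mean of DMSO wells on the plate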
VLA-4 inh = inhibition in a human VLA-4 binding assay | P13612 | VLA-4 expressing cells, ligand binding flow cytometry | inhibition, % (about 7 µM as worked out from the volumes in the protocol) | 330,000 compounds, 0.2% hits | AID 2557; in the data active = inhibition above about 50%
CR mimetic SO = yeast age-related superoxide inhibition as caloric restriction mimetic | superoxide response (% of plate mean), % at 10 µM | S. cerevisiae aged cells, superoxide DHE fluorescence; stronger effect = lower value | 330,000 compounds, 0.18% hits | AID 2690;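 active = superoxide response under a set limit, about three screen SD below normal, cut at about 65% in these data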;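 also: yeast aged for seven days with compound at 30 °C before DHE staining; 100% = average MFI of all compound-treated wells on the plate with controls excluded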
MEX-5 binding = C. elegans MEX-5 TCR-2 RNA binding activity; 300,000 compounds, 0.38% hits; activity score (negative = inhibition of binding), % at 10 µM; MEX-5/FITC-TCR2 RNA binding, fluorescence polarization; stronger effect = lower value; AID 1832;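 active = inhibition past about -25% in most replicates, and total fluorescence under double the plate's negative control median, limit read from the data; inconclusive = replicates evenly split on the limit, or fluorescence at least double controls; inactive = too little inhibition in most replicates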;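 also: 0% = DMSO and -100% = 5 µM competing unlabeled TCR2 RNA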
Target sequence (Q9XUB2 whole entry, looked up): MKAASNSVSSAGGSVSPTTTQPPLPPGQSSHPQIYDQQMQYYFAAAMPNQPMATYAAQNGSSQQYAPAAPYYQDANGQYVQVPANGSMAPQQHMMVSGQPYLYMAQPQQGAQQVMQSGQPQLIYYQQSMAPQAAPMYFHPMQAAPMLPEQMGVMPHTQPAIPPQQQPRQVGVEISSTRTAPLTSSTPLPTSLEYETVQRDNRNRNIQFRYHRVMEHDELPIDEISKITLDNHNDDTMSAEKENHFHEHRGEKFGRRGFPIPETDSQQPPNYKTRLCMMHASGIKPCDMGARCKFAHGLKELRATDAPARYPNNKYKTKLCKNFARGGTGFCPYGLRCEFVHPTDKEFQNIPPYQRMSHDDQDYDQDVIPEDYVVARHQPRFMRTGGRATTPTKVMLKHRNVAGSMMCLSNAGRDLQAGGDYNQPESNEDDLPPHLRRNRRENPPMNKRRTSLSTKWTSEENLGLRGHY
GLD-1 TGE inh = GLD-1-TGE RNA interaction inhibition (C. elegans); purified GLD-1 + fluorescein TGE RNA, fluorescence polarization; Q17339; inhibition, % at 5.96 µM; 320,000 compounds, 0.44% hits;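 active = percent inhibition above a per-plate cutoff, the plate mean of test compounds plus 3 SD, cut at about 30% in these data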;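 also: 0% = DMSO wells with GLD-1 and probe and 100% = wells lacking GLD-1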
GRK2 aptamer HTS = human GRK2 inhibition via aptamer displacement. P25098. bead flow cytometry, FAM-aptamer displacement from GRK2. inhibition of aptamer binding, % at 10 µM. 330,000 compounds, 0.59% hits. AID 488847;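 active = inhibition of aptamer binding above 40%, roughly 3 SD of noise, on plates passing a quality check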;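 also: median bead fluorescence of bound FAM aptamer so fluorescent compounds give negative values; no value below 0 was filed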
Target sequence (P25098 whole entry, looked up): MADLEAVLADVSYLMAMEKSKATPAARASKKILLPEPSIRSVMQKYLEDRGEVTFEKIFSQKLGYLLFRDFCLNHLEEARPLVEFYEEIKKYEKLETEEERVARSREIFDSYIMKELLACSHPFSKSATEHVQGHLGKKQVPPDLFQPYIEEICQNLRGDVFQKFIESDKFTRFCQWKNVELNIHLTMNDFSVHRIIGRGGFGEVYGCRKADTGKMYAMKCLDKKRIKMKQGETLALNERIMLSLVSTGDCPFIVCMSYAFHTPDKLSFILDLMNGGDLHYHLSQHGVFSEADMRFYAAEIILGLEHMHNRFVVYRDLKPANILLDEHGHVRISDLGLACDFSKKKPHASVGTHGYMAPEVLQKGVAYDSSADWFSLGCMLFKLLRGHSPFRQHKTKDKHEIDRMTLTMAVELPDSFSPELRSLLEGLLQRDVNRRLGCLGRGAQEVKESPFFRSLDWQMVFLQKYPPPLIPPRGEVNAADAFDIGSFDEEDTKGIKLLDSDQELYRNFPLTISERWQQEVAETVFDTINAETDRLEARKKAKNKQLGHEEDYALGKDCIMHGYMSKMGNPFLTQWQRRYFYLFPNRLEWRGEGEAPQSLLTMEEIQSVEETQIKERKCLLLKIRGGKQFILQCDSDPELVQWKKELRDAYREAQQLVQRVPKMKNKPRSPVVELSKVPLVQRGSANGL
MCL1-BIM inh = disrupts human MCL1 binding to BIM-BH3 peptide; GST-MCL1 / FITC-Bim-BH3 fluorescence polarization; inhibition, % at 10.9 µM; 320,000 compounds, 0.68% hits;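 active = inhibition above the mean inhibition of all tested compounds plus 3 SD, set per campaign, cut at about 40% in these data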;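 also: 0% = DMSO wells and 100% = unlabeled Bim-BH3 peptide control; higher means more loss of mP so more displacement of Bim peptide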
* marks the source's active call; other numbers are inactive results; [ ] = another dose, or the depositor's remark.

Results for CCOc1ccc(S(=O)(=O)N2CCCC2)cc1 ?
AGP1 TOR yeast: 104; BCLXL inh: 0; CIT2-GFP yeast: 105; VLA-4 inh: 1; CR mimetic SO: 112; MEX-5 binding: -0.2; GLD-1 TGE inh: 4; GRK2 aptamer HTS: 5; MCL1-BIM inh: 0

How did Cc1[nH]nc(-c2ccc(O)c(C)c2O)c1-c1cnn(-c2ccccc2)c1 do in these assays?
AGP1 TOR yeast: 100; BCLXL inh: 1; CIT2-GFP yeast: 103; VLA-4 inh: -3; CR mimetic SO: 71; MEX-5 binding: 1.3; GLD-1 TGE inh: -4; GRK2 aptamer HTS: 0; MCL1-BIM inh: 10

What do the screens show for `NC1=NC(=Nc2cccc(S(N)(=O)=O)c2)c2ccccc21`?
AGP1 TOR yeast: 99; BCLXL inh: 6; CIT2-GFP yeast: 98; VLA-4 inh: 23; CR mimetic SO: 104; MEX-5 binding: -1.0; GLD-1 TGE inh: -4; GRK2 aptamer HTS: 0; MCL1-BIM inh: 5

What do the screens show for `Cc1onc(-c2ccccc2)c1C(=O)OCC(=O)NC(C)c1ccc(Cl)cc1` (centres undefined)?
AGP1 TOR yeast: 100; BCLXL inh: 1; CIT2-GFP yeast: 90; VLA-4 inh: 11; CR mimetic SO: 80; GLD-1 TGE inh: 6; GRK2 aptamer HTS: 3; MCL1-BIM inh: -14

Results for COc1ccc(OCCC(=O)NC2CCCCC2)cc1 ?
AGP1 TOR yeast: 88; BCLXL inh: 4; VLA-4 inh: 0; CR mimetic SO: 101; MEX-5 binding: -0.5; GLD-1 TGE inh: 7; GRK2 aptamer HTS: 2; MCL1-BIM inh: 3

Results for CCN1C(=O)c2ccc(C(=O)NCc3ccco3)cc2C1=O ?
AGP1 TOR yeast: 100; BCLXL inh: 5; CIT2-GFP yeast: 100; VLA-4 inh: 5; CR mimetic SO: 102; MEX-5 binding: 0.4; GLD-1 TGE inh: 0; GRK2 aptamer HTS: 2; MCL1-BIM inh: 5

How did CCC(CO)Oc1cc(NC(=O)Cc2ccccc2F)c2ncn(C(C)C)c2c1 (centres undefined) do in these assays?
AGP1 TOR yeast: 107; CIT2-GFP yeast: 104; VLA-4 inh: 8; CR mimetic SO: 84; GLD-1 TGE inh: 1; GRK2 aptamer HTS: 6

What do the screens show for `CC(C)COc1nc2c(c(=O)n(C)c(=O)n2C)n1C`?
AGP1 TOR yeast: 115; BCLXL inh: 10; CIT2-GFP yeast: 120; VLA-4 inh: 2; CR mimetic SO: 88; MEX-5 binding: 0.2; GLD-1 TGE inh: 4; GRK2 aptamer HTS: 2; MCL1-BIM inh: 2

How did N#CCC(CNc1ncc(C(F)(F)F)cc1Cl)OC(=O)c1ccc(Cl)cc1Cl (centres undefined) do in these assays?
AGP1 TOR yeast: 107; BCLXL inh: 6; CIT2-GFP yeast: 102; VLA-4 inh: 25; CR mimetic SO: 106; MEX-5 binding: -2.5; GLD-1 TGE inh: 7; GRK2 aptamer HTS: 1; MCL1-BIM inh: 7

Results for CC(C)c1ccc(NC2CCCN(C(=O)c3cccnc3)C2)cc1 (centres undefined) ?
AGP1 TOR yeast: 101; BCLXL inh: 5; CIT2-GFP yeast: 101; VLA-4 inh: 12; CR mimetic SO: 93; MEX-5 binding: 3.7; GLD-1 TGE inh: -3; GRK2 aptamer HTS: 1; MCL1-BIM inh: 11

What do the screens show for `Fc1ccc(NC(=S)NCCc2ccccc2)c(F)c1F`?
AGP1 TOR yeast: 97; BCLXL inh: 3; CIT2-GFP yeast: 99; VLA-4 inh: -23; CR mimetic SO: 98; MEX-5 binding: 2.7; GLD-1 TGE inh: 3; GRK2 aptamer HTS: 0; MCL1-BIM inh: 9

How did Cc1ccc2cc3cc(C(=O)NC4CCCCC4)oc3nc2c1 do in these assays?
AGP1 TOR yeast: inconclusive; BCLXL inh: 11; CIT2-GFP yeast: inconclusive; VLA-4 inh: 11; CR mimetic SO: 121; MEX-5 binding: 0.6; GLD-1 TGE inh: 2; GRK2 aptamer HTS: 0; MCL1-BIM inh: 7

Results for COc1ccc(/C=N/NC(=O)C(=O)/C=C2\NC3(CCCC3)Cc3ccccc32)cc1 ?
AGP1 TOR yeast: 89; BCLXL inh: 6; CIT2-GFP yeast: 91; VLA-4 inh: 5; CR mimetic SO: 84; MEX-5 binding: 0.7; GLD-1 TGE inh: 0; GRK2 aptamer HTS: 0; MCL1-BIM inh: 12

Results for COc1ccc(CN(CC(=O)NCc2ccco2)C(=O)CCC(=O)Nc2ccccn2)cc1 ?
AGP1 TOR yeast: 109; BCLXL inh: 0; CIT2-GFP yeast: 97; VLA-4 inh: 7; CR mimetic SO: 87; MEX-5 binding: 3.3; GLD-1 TGE inh: 5; GRK2 aptamer HTS: 0; MCL1-BIM inh: 2

How did CC(=O)N/C(=C/C(C)C)c1ccccc1 do in these assays?
AGP1 TOR yeast: 95; BCLXL inh: -6; CIT2-GFP yeast: 90; VLA-4 inh: -6; CR mimetic SO: 91; GLD-1 TGE inh: -2; GRK2 aptamer HTS: 0; MCL1-BIM inh: -7

What do the screens show for `O=C1CN2C(=Nc3ccc(Br)cc3C2c2ccccc2)CCN1` (centres undefined)?
AGP1 TOR yeast: 83; BCLXL inh: 5; CIT2-GFP yeast: 95; VLA-4 inh: -9; CR mimetic SO: 99; MEX-5 binding: -0.1; GLD-1 TGE inh: 6; GRK2 aptamer HTS: 2; MCL1-BIM inh: 7

How did Cc1ccc(OCc2nnnn2-c2ccccc2)cc1 do in these assays?
AGP1 TOR yeast: 102; BCLXL inh: 1; CIT2-GFP yeast: 104; VLA-4 inh: 6; CR mimetic SO: 120; MEX-5 binding: 2.2; GLD-1 TGE inh: 7; GRK2 aptamer HTS: 0; MCL1-BIM inh: -1

What do the screens show for `CC(C)NC(=O)Cn1c(SCC(=O)N2c3ccccc3CC2C)nc2ccccc21` (centres undefined)?
AGP1 TOR yeast: 101; BCLXL inh: 6; CIT2-GFP yeast: 93; VLA-4 inh: 1; CR mimetic SO: 102; MEX-5 binding: -2.2; GLD-1 TGE inh: 10; GRK2 aptamer HTS: 7; MCL1-BIM inh: 3

Results for Fc1ccccc1COc1ccc(/C=N/n2cnnc2)cc1 ?
AGP1 TOR yeast: 82; BCLXL inh: 0; CIT2-GFP yeast: 79; VLA-4 inh: 7; CR mimetic SO: 97; MEX-5 binding: 2.5; GLD-1 TGE inh: -12; GRK2 aptamer HTS: 1; MCL1-BIM inh: -4

Results for COC(=O)c1ccc(-n2cnc3ccccc32)nc1 ?
AGP1 TOR yeast: 95; BCLXL inh: 1; CIT2-GFP yeast: 95; VLA-4 inh: 4; CR mimetic SO: 92; MEX-5 binding: 0.2; GLD-1 TGE inh: 5; GRK2 aptamer HTS: 0; MCL1-BIM inh: 2

Results for Cc1ccc(S(=O)(=O)N(C)C)cc1NC(=O)/C=C/c1cccs1 ?
AGP1 TOR yeast: 102; BCLXL inh: 1; CIT2-GFP yeast: 97; VLA-4 inh: 27; CR mimetic SO: 88; MEX-5 binding: -1.6; GLD-1 TGE inh: 8; GRK2 aptamer HTS: 0; MCL1-BIM inh: 6

Results for Cn1c(SCC(=O)N2CCCC2)nnc1-c1ccc2c(c1)OCO2 ?
AGP1 TOR yeast: 105; BCLXL inh: 1; CIT2-GFP yeast: 112; VLA-4 inh: -5; CR mimetic SO: 98; MEX-5 binding: 1.5; GLD-1 TGE inh: -6; GRK2 aptamer HTS: 0; MCL1-BIM inh: 7

Results for C#Cc1ccc(C(=O)NCc2ccc(N3CCCC3=O)cc2)cc1 ?
AGP1 TOR yeast: 100; BCLXL inh: 4; CIT2-GFP yeast: 99; VLA-4 inh: 5; CR mimetic SO: 83; MEX-5 binding: -4.4; GLD-1 TGE inh: 3; GRK2 aptamer HTS: 3; MCL1-BIM inh: 6

What do the screens show for `CCc1ccc(-c2nc(SCC(=O)N(CCOC)c3c(N)n(Cc4ccccc4)c(=O)[nH]c3=O)n[nH]2)cc1`?
AGP1 TOR yeast: 82; BCLXL inh: 2; CIT2-GFP yeast: 117; VLA-4 inh: -6; CR mimetic SO: 109; MEX-5 binding: 0.2; GLD-1 TGE inh: 1; GRK2 aptamer HTS: 0; MCL1-BIM inh: -4

Results for CN(C)C(CNC1CC(C)(C)NC(C)(C)C1)c1cccc(F)c1 (centres undefined) ?
AGP1 TOR yeast: 96; BCLXL inh: 1; CIT2-GFP yeast: 97; VLA-4 inh: 0; CR mimetic SO: 97; MEX-5 binding: -0.8; GLD-1 TGE inh: 7; GRK2 aptamer HTS: 0; MCL1-BIM inh: 2

What do the screens show for `CC1(C(=O)N/N=C/c2ccccc2)CC1(Cl)Cl` (centres undefined)?
AGP1 TOR yeast: 91; BCLXL inh: 1; CIT2-GFP yeast: 91; VLA-4 inh: 8; CR mimetic SO: 92; MEX-5 binding: -1.4; GLD-1 TGE inh: -5; GRK2 aptamer HTS: 4; MCL1-BIM inh: 3

How did O=C(CSc1n[nH]c(=O)n1-c1cccnc1)Nc1ccccc1Cl do in these assays?
AGP1 TOR yeast: 107[may fluoresce green]; BCLXL inh: 1; CIT2-GFP yeast: 115[may fluoresce green]; VLA-4 inh: 3; CR mimetic SO: 97; MEX-5 binding: 0.2; GLD-1 TGE inh: -2; GRK2 aptamer HTS: 0; MCL1-BIM inh: 6

Results for CCN1C(=O)NC(c2cc(Br)ccc2OC)C(C(=O)OC)=C1C (centres undefined) ?
AGP1 TOR yeast: 95; BCLXL inh: 4; CIT2-GFP yeast: 110; VLA-4 inh: 3; CR mimetic SO: 98; MEX-5 binding: 1.4; GLD-1 TGE inh: 4; GRK2 aptamer HTS: 3; MCL1-BIM inh: 6

How did CCOC(=O)C1CCCN(c2oc(-c3ccc(F)cc3)nc2C#N)C1 (centres undefined) do in these assays?
AGP1 TOR yeast: 101; BCLXL inh: 0; CIT2-GFP yeast: 97; VLA-4 inh: -1; CR mimetic SO: 108; MEX-5 binding: 1.5; GLD-1 TGE inh: 2; GRK2 aptamer HTS: 2; MCL1-BIM inh: 3

What do the screens show for `O=C(Nc1ccc2c(c1)OCCO2)c1ccccn1`?
AGP1 TOR yeast: 90; BCLXL inh: -6; CIT2-GFP yeast: 85; VLA-4 inh: 29; CR mimetic SO: 104; MEX-5 binding: -2.9; GLD-1 TGE inh: 3; GRK2 aptamer HTS: 2; MCL1-BIM inh: -12

Results for C=CCn1c(C)cc(C2=NNC(=Nc3ccc(C)cc3)SC2)c1C ?
AGP1 TOR yeast: 111; BCLXL inh: 8; CIT2-GFP yeast: 97; VLA-4 inh: 0; CR mimetic SO: 100; MEX-5 binding: 0.2; GLD-1 TGE inh: -3; GRK2 aptamer HTS: 4; MCL1-BIM inh: 9

How did O=C(NCCCN1CCOCC1)c1cccnc1SCc1ccccc1Cl do in these assays?
AGP1 TOR yeast: 105; BCLXL inh: 1; CIT2-GFP yeast: 101; VLA-4 inh: 11; CR mimetic SO: 95; MEX-5 binding: 0.3; GLD-1 TGE inh: -3; GRK2 aptamer HTS: 0; MCL1-BIM inh: 5

What do the screens show for `COc1ccc(C2c3cc(OC)c(OC)cc3CCN2C2CC(=O)N(c3ccccc3)C2=O)cc1OC` (centres undefined)?
BCLXL inh: 0; CIT2-GFP yeast: 91; VLA-4 inh: 3; CR mimetic SO: 127; MEX-5 binding: 0.3; GLD-1 TGE inh: 2; GRK2 aptamer HTS: 4; MCL1-BIM inh: 1

Results for O=C(Nc1ccc(F)cc1)Nc1ccc([N+](=O)[O-])cn1 ?
AGP1 TOR yeast: 97; BCLXL inh: 1; CIT2-GFP yeast: 97; VLA-4 inh: 26; CR mimetic SO: 97; MEX-5 binding: -0.4; GLD-1 TGE inh: 6; GRK2 aptamer HTS: 1; MCL1-BIM inh: -4
